# FBPA Giardia inh: inhibitors of Giardia lamblia fructose-1,6-bisphosphate aldolase. A8B2U2. purified Giardia FBPA. Potency, µM (top dose mostly 59.6 µM), inactives show at the top dose activity, negative = inhibition, usual class: inhibitors. hit rate 0.71% among 290,000; also: potency is read from the fitted curve at half-maximal effect; nearly all actives have a fitted effect of over 55% in size
# Target sequence (A8B2U2 whole entry, looked up): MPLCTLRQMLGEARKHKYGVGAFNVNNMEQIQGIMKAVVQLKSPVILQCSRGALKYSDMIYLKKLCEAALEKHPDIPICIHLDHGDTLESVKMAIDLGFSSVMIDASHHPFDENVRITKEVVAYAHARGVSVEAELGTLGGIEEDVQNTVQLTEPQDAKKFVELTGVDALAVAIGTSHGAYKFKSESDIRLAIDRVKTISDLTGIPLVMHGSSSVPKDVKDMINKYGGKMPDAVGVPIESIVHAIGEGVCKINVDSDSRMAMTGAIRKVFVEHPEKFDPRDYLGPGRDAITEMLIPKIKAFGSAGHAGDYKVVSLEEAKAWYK
#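 40 nM FBPA preincubated 10 min at RT with compound (up to 57.5 uM final), then substrate plus GAPDH/TPI/NAD/arsenate coupling and diaphorase/resazurin added. Fluorescence read after 20 min at RT, 525/598 nm.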
# AMA1 RON2 block: AMA1-RON2 (P. falciparum) interaction inhibition; AlphaScreen AMA1-biotinylated RON2 peptide binding; Potency, µM (highest dose often 58.2 µM), without a hit: top-dose activity change, negative = inhibition, most hits filed as inhibitors; hit rate 0.2% among 360,000;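 also: potency is read from the fitted curve at half-maximal effect; 0% = vehicle wells and -100% = peptide control; nearly all actives have a fitted effect of over 45% in size; some results filed as inactive show a strong effect at the top dose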
#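 AMA1 (3D7) with his tag at 25 nM final met compounds first, then biotinylated RON2 peptide at 25 nM; detection used donor plus acceptor beads, 10 µg/mL apiece, read by AlphaScreen after 30 min at room temperature.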
# AmpC inh detg: AmpC beta-lactamase inhibition with detergent present | P00811 | AmpC hydrolysis of nitrocefin, absorbance 480 nm, 0.01% Triton | Potency, µM (highest dose often 114 µM), for the others: at the top dose activity change, negative = inhibition, actives largely listed as inhibitors | hit rate 0.041% among 370,000 | AID 485294;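 also: potency is read from the fitted curve at half-maximal effect; 0% = no-compound wells and -100% = no-enzyme wells; nearly all actives have a fitted effect of over 25% in size; some results filed as inactive show a strong effect at the top dose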
# Target sequence (P00811 whole entry, looked up): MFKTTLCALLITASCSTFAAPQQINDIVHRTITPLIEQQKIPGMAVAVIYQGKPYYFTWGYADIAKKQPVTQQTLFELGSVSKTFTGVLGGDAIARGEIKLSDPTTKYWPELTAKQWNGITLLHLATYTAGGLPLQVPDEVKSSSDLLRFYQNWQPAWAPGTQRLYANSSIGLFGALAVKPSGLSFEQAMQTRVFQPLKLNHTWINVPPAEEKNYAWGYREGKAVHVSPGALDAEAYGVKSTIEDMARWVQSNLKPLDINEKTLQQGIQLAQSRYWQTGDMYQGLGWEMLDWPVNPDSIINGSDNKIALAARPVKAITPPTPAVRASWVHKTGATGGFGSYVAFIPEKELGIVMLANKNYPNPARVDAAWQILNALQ
#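 AmpC (5.3 nM in the dispensed reagent) in 20 mM phosphate pH 7.0 with 0.01% (detergent screen) or 0.0001% Triton X-100 was preincubated with compounds for 15 min at room temperature. Nitrocefin was then added from an 800 uM solution, and hydrolysis was followed at 480 nm.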
# HCMV antiviral: blocks human cytomegalovirus replication | HFF cells, HCMV-luciferase reporter, 72 h; hits give low values | activity change, negative = inhibition, % at 57.5 µM | hit rate 4.5% among 410,000 | AID 1259415; in the data active = activity change below about -60%; inconclusive = no clear call, values can overlap the other calls; inactive = above about -39%
#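 Screen run at 2 compound doses on HFFs infected with reporter HCMV, MOI 1 PFU/cell. Luciferase activity from cell lysates at 72 h post infection gave inhibition relative to buffer-only and Salinomycin wells.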
# AmpC inh no detg: blocks E. coli AmpC beta-lactamase in detergent-free assay; P00811; AmpC nitrocefin hydrolysis, absorbance 480 nm, 0.0001% Triton; Potency, µM (series often up to 57.1 µM), for the others: at the top dose activity change, negative = inhibition, actives largely listed as inhibitors; hit rate 0.52% among 330,000; AID 485341;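 also: potency is read from the fitted curve at half-maximal effect; plate controls were no compound for no effect and no enzyme for full effect; nearly all actives have a fitted effect of over 20% in size; some results filed as inactive show a strong effect at the top dose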
#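 AmpC (5.3 nM in the dispensed reagent) in 20 mM phosphate pH 7.0 with 0.01% (detergent screen) or 0.0001% Triton X-100 was preincubated with compounds for 15 min at room temperature. Nitrocefin was then added from an 800 uM solution, and hydrolysis was followed at 480 nm.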
# Sm TGR inh: blocks Schistosoma mansoni thioredoxin glutathione reductase | purified TGR, DTNB reduction, TNB absorbance 405 nm | AID 485364 | hit rate 3% among 360,000 | Potency, µM (top dose mostly 114 µM), for inactives: at the highest dose activity change, negative = inhibition, usual class: inhibitors; also: potency is read from the fitted curve at half-maximal effect; nearly all actives have a fitted effect of over 60% in size
#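 Kinetic colorimetric format: TGR-catalysed, NADPH-driven DTNB reduction monitored via TNB absorbance. Enzyme dispensed at 20 nM; compound exposure 15 min at room temperature before reaction start.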
# * = called active by the depositor; ? = inconclusive; . = no result given; & = joins results of further samples; [ ] = another dose, or the depositor's remark. Unless noted, calls follow the shape of the dose curve; as a rule, active = well fitted curve in the direction sought with a large enough effect; inconclusive = small, poorly fitted or top-dose-only effect, or another doubt; inactive = no such curve, though single readings can be large; an effect the other way counts as inactive or inconclusive. Unless noted, % is scaled to controls: 0 for no effect and ±100 for the full control effect. The order is random; any-hit rate near 7.8%.
SMILES,FBPA Giardia inh,AMA1 RON2 block,AmpC inh detg,HCMV antiviral,AmpC inh no detg,Sm TGR inh
O=C(NCCCN1CCOCC1)NC1CCCCC1,7%,4%,-10%,64,-8%,6%
C[C@]1(C(=O)NCCc2c[nH]c3ccccc23)C=C[C@@H](Cc2ccccc2)N1C(=O)c1ccccc1,-2%&-2%,-29%,?,6,13%,-11%
Cc1ccc(S(=O)(=O)N2C[C@@H]3[C@H]4CC[C@H](C4)[C@@H]3[C@@H](C)[C@H]2c2ccn(Cc3ccccc3)c2)cc1,.,-13%,.,-12,-34%,.
CCN(CC)CCN(C(=O)c1ccc(S(=O)(=O)N2CCCCC2)cc1)c1nc2cc3c(cc2s1)OCO3,-10%,2%,-8%,.,5%,1%
CCOC(=O)c1sc2cc([N+](=O)[O-])cc(SCCO)c2c1N,1%,0%,-5%,-19,-7%,-3%
CCOc1ccc(NC(=O)CSc2nnc(-c3ccc(OCC)cc3)o2)cc1,.,.,19%,-15,.,?
Cc1ccc(-c2nn(Cc3ccccc3)cc2C(=O)NCC2CCCO2)cc1 (stereo unspecified),.,5%,0%,-7,19%,1%
CCN(CC)C(=O)C1CCCN(Cc2ccc(F)c(F)c2)C1 (stereo unspecified),-1%,-20%,-21%,-11,0%,-1%
COc1ccccc1CNc1ccc(N2CCCCC2)cc1,?,?,?,.,-29%,10µM*
CCOC(=O)C1=C(C)NC(C)=C(C(=O)OCC)C1C(=O)OCC(=O)NCCc1ccccc1,.,15%,.,-5,84%[activator],.
CC1CCc2c(sc(NC(=O)c3ccc(Cn4cc([N+](=O)[O-])cn4)o3)c2C#N)C1 (stereo unspecified),16%,-16%,?,15,-25%,0%
CC(C)C(=O)Nc1cc2c(cc1C(=O)c1ccccc1)OCCO2,1%,0%,-6%,-3,-10%,11%
Cc1c(CCC(=O)NCCc2ccc(Cl)cc2)c(=O)oc2c(C)c(O)ccc12,.,.,14%,-7,.,0%
CCOc1cc(C(=S)N2CCCC2)ccc1OC,-13%,-4%,-18%,33,-10%,-19%
COc1ccc(-c2ccc(-c3cc(=O)oc4cc(OC)c(OC)c(OC)c34)cc2)cc1OC,-2%,-6%,.,-36,65%[activator],.
COC(=O)[C@H](C)NC(=O)Nc1ccccc1F,1%,-3%,4%,-20,-18%,-18%
CCOc1cc(CNc2ccccc2)cc(Br)c1OCc1ccccc1F,-6%,3%,1%,12,-28%,-17%
O=C(c1ccc(CS(=O)c2ccccc2Cl)o1)N1CCCCCC1 (stereo unspecified),.,-8%,3%,2,21%,40µM*
O=C(CN1C(=O)C2CC=CCC2C1=O)Nc1ccc(S(=O)(=O)Nc2nccs2)cc1 (stereo unspecified),7%,3%,5%,-18,-32%,6%
COCCNS(=O)(=O)c1ccc(-c2ccc(C)cc2)cc1,-1%,-8%,6%,-64*,27%,0%
O=C(CCCCCNC(=O)c1ccccc1)C[N+](=O)[O-],0%,-9%,-3%,19,-29%,-21%
Cc1cc(NC(=O)C(C)SCC(=O)OCC(=O)Nc2c(C)cccc2C(C)C)no1 (stereo unspecified),.,-10%[11.6 µM],?,?,-10%,-19%
COc1ccc(OCCCC(=O)Oc2ccc(OC)cc2)cc1,3%,-12%,-6%,31,-5%,0%
Cc1nnc(NCc2ccco2)c2ccccc12,-6%,2%,?,-15,-10%,-12%
O=C(CCC1CCCC1)N1CCN(S(=O)(=O)Cc2ccccc2)CC1,5%,3%,-10%,23,8%,3%
O=C(C1CCCN(Cc2ccccc2C(F)(F)F)C1)N1CCCCC1 (stereo unspecified),?,?,3%,-19,6%,-23%
CCCC[C@@H]1CNCCN1CCc1cccc2ccccc12,.,0%,-6%,12,40%,?
O=C(CN1CCCCC1)Nc1ccccc1,0%,5%,3%,30,-16%,1%
O=C1CSC(=O)N1CC(O)COc1ccc(Cl)cc1 (stereo unspecified),8%,-1%,-7%,24,-14%,-2%
CCOC(=O)c1c(NC(=O)Cn2cnc([N+](=O)[O-])n2)sc2c1CCCC2,-2%,-17%,?,-36,-33%,-13%
NC(=O)[C@@H]1CCCCNc2c(F)cc([N+](=O)[O-])cc2C(=O)N[C@@H](CC(=O)O)C(=O)NCC(=O)N1,-2%,21%,-7%,-2,-2%,2%
O=C(Cc1coc2ccc3ccccc3c12)N1CCc2ccccc21,6%,-15%,?,-33,-34%,11%
COc1cc2c(cc1NC(=O)C(C)OC(=O)/C=C/c1ccc(OC(F)F)cc1)oc1ccccc12 (stereo unspecified),0%,12%,3%,108,-12%,2%
Cc1nc2ncnn2c(N2CCN(C(c3ccccc3)c3ccccc3)CC2)c1C,15%,-9%,-3%,-69*,.,?
CN1CCN(NC(=O)Nc2ccc(Br)cc2)CC1,.,15%,-5%,1,-23%,4%
CCOc1ccc(N(CC(=O)Nc2ccc(CC)cc2)S(=O)(=O)c2c(C)[nH]c(=O)[nH]c2=O)cc1,.,-3%,0%,4,-33%,-17%
Cc1ccccc1C(=O)Nc1nnc(SC(C)C)s1,-1%,10%,4%,-8,-17%,-1%
CCOc1ccc(N2C(=O)CC(Sc3ccccc3C(=O)O)C2=O)c([N+](=O)[O-])c1 (stereo unspecified),12%,6%,-8%,-27,-23%,18µM*
CCC1CCCCN1S(=O)(=O)c1ccc(S(=O)(=O)N(Cc2cccs2)C2CC2)cc1 (stereo unspecified),1%,0%,-17%,-12,-18%,6%
COc1cc(/C=N/NC(=O)C2CCN(CC(O)COCc3ccccc3)CC2)ccc1O (stereo unspecified),-3%,-2%,-1%,6,-29%,0%
CCN(CC)S(=O)(=O)c1ccc(OC)c(NC(=O)COc2ccc3c(C)cc(=O)oc3c2)c1,0%,0%,7%,-38,-10%,7%
O=C1CC(c2ccc(S(=O)(=O)NC3CC3)cc2)CN1 (stereo unspecified),6%,2%,?,12,-12%,1%
CCC1CN(C(=O)N2CCC(C(=O)NCCC3=CCCCC3)CC2)c2ccccc2O1 (stereo unspecified),.,.,21%,?,.,0%
O=c1oc2ccccc2c2c1C(c1ccc(Cl)cc1)Nc1ccc3ccccc3c1-2 (stereo unspecified),-2%,8%,-7%,-35,-39%,-3%
Cc1ccc(NC(=O)c2ccc(-c3nn(C)c(=O)c4ccccc34)cc2)cc1,-5%,10%,-14%,-38,47%,0%
CCOC(=O)c1c(C)[nH]c(CCC(=O)Nc2ccc(OC)c(OC)c2)c1C,.,.,-6%,42,.,3%
CCN1CCCC1CN(Cc1cc2ccc(C)c(C)c2[nH]c1=O)C(=O)Nc1ccccc1OC (stereo unspecified),-2%,-2%,-13%,12,10%,-1%
O=C(O)COc1ccc(S(=O)(=O)c2ccc(OCC(=O)O)cc2)cc1,?,19%,15%,-21,-9%,9%
Cc1cc(=O)oc2ccc(OCc3ccccc3)cc12,-12%,23%,9%,310,-1%,9%
O=C(O)CCSc1ncnc2sc(-c3ccccc3)cc12,29%,6%,-4%,?,-38%,?
O=C(CCN1C(=O)c2ccccc2S1(=O)=O)Nc1cccc(F)c1,.,11%,-11%,?,-19%,0%
Cc1ccc(NC(=O)c2ccsc2)cc1NS(C)(=O)=O,4%,6%,4%,.,-3%,0%
O=[N+]([O-])c1cccc(CP(=O)(c2ccccc2)c2ccccc2)c1,.,4%,-8%,0,-2%,-13%
CCOC(=O)c1cnc2ccc(C(=O)OC)cc2c1Nc1ccc(N2CCOCC2)cc1,.,.,-5%,1,.,2%
CCCCNC(=S)NNC(=O)c1cc(-c2ccncc2)nc2ccccc12,.,85%[activator],5%,-1,-43%,5%
CC1=C(C(=O)Nc2ccc(C)cc2C)C(c2cccs2)n2nc(SCc3ccccc3Cl)nc2N1 (stereo unspecified),.,.,18%,-7,.,7%
CCCOc1ccc(C(C)(O)CN2CCOCC2)cc1 (stereo unspecified),-16%,7%,0%,9,-16%,13%
O=C(c1ccc(Br)o1)N1CCN(Cc2ccc3c(c2)OCO3)CC1,2%,33%[activator],-11%,-15,17%,?
CC(=O)Nc1ccc(C(=O)OCC(=O)NCc2ccc3c(c2)OCO3)cc1,.,-15%,.,180,-12%,.
Cc1ccccc1C(C(=O)NC1CCCC1)N(C(=O)CNC(=O)c1ccco1)c1cccnc1 (stereo unspecified),3%,.,2%,.,-3%,4%

# Given with bars between the fields: 2 of the compounds above
Structure | FBPA Giardia inh | AMA1 RON2 block | AmpC inh detg | HCMV antiviral | AmpC inh no detg | Sm TGR inh
CCOc1cc(C(=S)N2CCCC2)ccc1OC | -13% | -4% | -18% | 33 | -10% | -19%
COC(=O)[C@H](C)NC(=O)Nc1ccccc1F | 1% | -3% | 4% | -20 | -18% | -18%

# Filtered by structure, the compounds so far with a nitro group on carbon (seven)
SMILES,FBPA Giardia inh,AMA1 RON2 block,AmpC inh detg,HCMV antiviral,AmpC inh no detg,Sm TGR inh
CCOC(=O)c1sc2cc([N+](=O)[O-])cc(SCCO)c2c1N,1%,0%,-5%,-19,-7%,-3%
CC1CCc2c(sc(NC(=O)c3ccc(Cn4cc([N+](=O)[O-])cn4)o3)c2C#N)C1 (stereo unspecified),16%,-16%,?,15,-25%,0%
O=C(CCCCCNC(=O)c1ccccc1)C[N+](=O)[O-],0%,-9%,-3%,19,-29%,-21%
CCOC(=O)c1c(NC(=O)Cn2cnc([N+](=O)[O-])n2)sc2c1CCCC2,-2%,-17%,?,-36,-33%,-13%
NC(=O)[C@@H]1CCCCNc2c(F)cc([N+](=O)[O-])cc2C(=O)N[C@@H](CC(=O)O)C(=O)NCC(=O)N1,-2%,21%,-7%,-2,-2%,2%
CCOc1ccc(N2C(=O)CC(Sc3ccccc3C(=O)O)C2=O)c([N+](=O)[O-])c1 (stereo unspecified),12%,6%,-8%,-27,-23%,18µM*
O=[N+]([O-])c1cccc(CP(=O)(c2ccccc2)c2ccccc2)c1,.,4%,-8%,0,-2%,-13%

# The list continues.
SMILES,FBPA Giardia inh,AMA1 RON2 block,AmpC inh detg,HCMV antiviral,AmpC inh no detg,Sm TGR inh
Cc1ccc(/C=C/c2nc3ccccc3n2S(=O)(=O)c2ccc(Br)cc2)cc1,.,.,3%,-89*,.,3%
Nc1cc(=O)[nH]c(=S)n1-c1cccc(C(F)(F)F)c1,-9%,11%,?,-1,-19%,-2%
COc1ccc(OC)c(-c2nnc3n2N=C(c2ccc(OC)c(OC)c2)CS3)c1,3%,.,?,-67*,23%&54%,-4%
CCOC(=O)c1cnn(-c2ncnc3sc(C)c(C)c23)c1N,2%,4%,?,13,-16%,2%
